CSN inh: blocks human CSN-mediated cullin deneddylation; AID 651999; Purified CSN, SCF-Nedd8-OG deneddylation, fluorescence polarization; inhibition, % at 12.5 µM; Q92905; 360,000 compounds, 0.38% hits;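 active = pattern-corrected inhibition above about 35%, with an unprinted fluorescence ratio check between 0.5 and 1.5, limit read from the data, passing the limit was not always enough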;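 also: 0% = enzyme with substrate and 100% = substrate without enzyme; some results filed as inactive read as strong as hits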
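Test system: Human Csn5 produced in HEK293T cells | Compound: 12.5 µM single point | Times: 90 min, room temperature | Signal: Fluorescence polarization readout | Read-out basis: % inhibition of substrate cleavage by Csn5 | Controls: no-enzyme wells high, enzyme-with-substrate wells low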
MT1-MMP act inh: blocks activation of human MT1-MMP. 360,000 compounds, 0.061% hits. AID 651647. P50281. GFP/RFP ratio change, % at 20 µM. HT1080 RFP-PRO-GFP cells, GFP/RFP ratio fluorescence, overnight; percent of plate control window, DMSO zero;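 active = GFP/RFP ratio change of at least 30% with cell ATP level not reduced by more than half and red fluorescence within 50% of control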; also: strong numbers were not always called active
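Material: RFP-PRO-GFP reporter HT1080 cells. Dosing: single-point 20 µM compound, 1% DMSO. Controls: DMSO and RFP-L50D-GFP cell wells. Timing: cells overnight before dosing, compound overnight, 37 °C, 5% CO2. Measure: GFP/RFP fluorescence ratio.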
Rpn11 block: Rpn11 (human) deubiquitinase inhibition; O00487; human 26S proteasome, Ub4-pepOG fluorescence polarization; 20S core pre-blocked with epoxomicin; calls only at 20 µM; 360,000 compounds, 0.59% hits; AID 588493;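 active = inhibition at 20 µM, scaled to each plate's controls, above about 33%, limit read from the data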
Rin1-Abl PPI inh: inhibitors of human Rin1-Abl protein interaction | P00519+Q13671 | TR-FRET Rin1/Abl binding, biochemical | inhibition, % at 7.35 µM | 360,000 compounds, 0.4% hits; in the data active = inhibition above about 5%, passing the limit was not always enough
Target sequence (P00519 whole entry, looked up): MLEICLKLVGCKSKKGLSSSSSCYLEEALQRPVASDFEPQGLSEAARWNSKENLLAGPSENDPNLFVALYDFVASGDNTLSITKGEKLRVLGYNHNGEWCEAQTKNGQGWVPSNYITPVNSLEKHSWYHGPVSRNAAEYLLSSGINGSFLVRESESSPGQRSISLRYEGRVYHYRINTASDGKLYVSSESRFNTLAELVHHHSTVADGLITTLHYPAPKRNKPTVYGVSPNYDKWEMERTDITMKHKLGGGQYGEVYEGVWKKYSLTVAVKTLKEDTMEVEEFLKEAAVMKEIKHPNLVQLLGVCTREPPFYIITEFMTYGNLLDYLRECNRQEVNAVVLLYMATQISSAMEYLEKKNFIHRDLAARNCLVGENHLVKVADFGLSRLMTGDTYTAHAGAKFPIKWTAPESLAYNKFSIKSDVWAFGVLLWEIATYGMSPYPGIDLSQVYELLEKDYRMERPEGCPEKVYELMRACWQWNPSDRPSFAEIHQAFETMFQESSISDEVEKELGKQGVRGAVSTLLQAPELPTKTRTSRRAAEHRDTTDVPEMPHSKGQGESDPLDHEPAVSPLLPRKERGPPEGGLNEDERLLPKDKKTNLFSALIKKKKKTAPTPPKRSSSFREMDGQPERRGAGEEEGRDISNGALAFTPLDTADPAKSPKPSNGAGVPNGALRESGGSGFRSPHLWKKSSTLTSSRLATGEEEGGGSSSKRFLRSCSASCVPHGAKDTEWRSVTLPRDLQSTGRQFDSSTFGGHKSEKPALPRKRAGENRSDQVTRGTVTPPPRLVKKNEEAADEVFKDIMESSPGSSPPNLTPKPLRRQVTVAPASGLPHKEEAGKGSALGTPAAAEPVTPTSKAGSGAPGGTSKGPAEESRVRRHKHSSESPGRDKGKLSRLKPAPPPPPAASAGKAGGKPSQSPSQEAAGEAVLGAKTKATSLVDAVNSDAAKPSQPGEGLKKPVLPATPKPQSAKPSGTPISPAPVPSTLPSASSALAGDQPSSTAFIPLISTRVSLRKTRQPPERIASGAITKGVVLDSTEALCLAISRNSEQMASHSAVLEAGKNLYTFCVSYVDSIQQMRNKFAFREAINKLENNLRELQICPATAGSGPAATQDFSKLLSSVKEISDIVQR
Target sequence (Q13671 whole entry, looked up): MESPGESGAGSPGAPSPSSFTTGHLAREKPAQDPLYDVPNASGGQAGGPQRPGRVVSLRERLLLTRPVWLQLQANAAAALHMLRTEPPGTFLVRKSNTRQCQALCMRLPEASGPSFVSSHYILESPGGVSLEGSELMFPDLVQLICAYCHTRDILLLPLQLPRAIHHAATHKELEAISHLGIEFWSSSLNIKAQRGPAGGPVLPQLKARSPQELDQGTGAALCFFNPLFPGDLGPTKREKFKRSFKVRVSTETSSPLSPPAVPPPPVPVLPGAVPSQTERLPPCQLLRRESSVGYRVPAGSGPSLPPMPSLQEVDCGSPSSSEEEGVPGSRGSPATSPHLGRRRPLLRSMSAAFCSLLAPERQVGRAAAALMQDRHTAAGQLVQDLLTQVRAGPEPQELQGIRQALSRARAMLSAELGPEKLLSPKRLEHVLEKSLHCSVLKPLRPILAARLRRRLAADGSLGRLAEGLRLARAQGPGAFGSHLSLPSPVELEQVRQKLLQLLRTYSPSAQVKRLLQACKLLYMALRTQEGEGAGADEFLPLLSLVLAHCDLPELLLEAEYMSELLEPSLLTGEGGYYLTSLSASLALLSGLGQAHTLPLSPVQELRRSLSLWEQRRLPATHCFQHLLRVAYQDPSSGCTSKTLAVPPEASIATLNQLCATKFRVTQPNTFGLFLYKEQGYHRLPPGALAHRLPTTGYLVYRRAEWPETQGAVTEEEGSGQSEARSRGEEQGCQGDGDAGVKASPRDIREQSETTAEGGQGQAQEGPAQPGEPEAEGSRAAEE
FAS-TE inh: inhibitors of human fatty acid synthase thioesterase domain; inhibition, % at 15 µM; recombinant FAS-TE, OMFH fluorogenic substrate, fluorescence endpoint; P49327; 360,000 compounds, 0.67% hits;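 active = compounds whose normalised, plate-corrected inhibition of enzyme fluorescence in the single-dose primary screen is 50% or more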;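 also: 0% = DMSO with enzyme and 100% = substrate without enzyme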
SKN-1 block: blocks SKN-1 activity in C. elegans | C. elegans VP596 Pgst-4::GFP/RFP ratio, acrylamide-induced, 24 h | inhibition, % at 21.8 µM | 360,000 compounds, 0.49% hits;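 active = interference check ratio from 0.5 to 1.5 plus GFP to RFP signal ratio inhibition reaching or exceeding a fixed threshold, cut at about 30% in these data, passing the limit was not always enough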; also: some compounds called inactive have numbers as strong as hits
MLLE-PAM2 inh: blocks PAM2 peptide binding to the PABP1 MLLE domain; P11940; GST-MLLE / FITC-PAM2 fluorescence polarization; inhibition, % at 20 µM; 360,000 compounds, 0.36% hits; in the data active = inhibition above about 35%, passing the limit was not always enough;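 also: plate controls were DMSO wells with GST-MLLE for no effect and wells lacking GST-MLLE protein for full effect; some results filed as inactive read as strong as hits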
NadD inh: NadD (S. aureus) enzyme inhibition. purified NadD enzyme, colorimetric absorbance read-out. inhibition, % at 20 µM. 360,000 compounds, 0.78% hits. AID 602399; in the data active = inhibition above about 26%; also: some compounds past the cut are filed as inactive
Neddylation inh: cullin neddylation inhibition; TR-FRET cullin neddylation, biochemical; P61081+Q13564; AID 651699; calls only at 25 µM; 360,000 compounds, 0.58% hits; in the data active = inhibition above about 36%
* = called active by the depositor; i = inactive; · = not tested or not shown.

structure,NadD inh,Neddylation inh,Rin1-Abl PPI inh,FAS-TE inh,MLLE-PAM2 inh,MT1-MMP act inh,CSN inh,SKN-1 block,Rpn11 block
CCOc1ccc(N(C)S(=O)(=O)c2ccc(C)c(C(=O)NCCc3ccc(OC)cc3)c2)cc1,-5,i,1,24,9,11,0,12,i
COc1ccc(C(=S)N2CCCCCC2)cc1,3,i,-3,-4,16,1,-2,22,i
CN1CCN(CC(=O)N2c3ccccc3C(C)(c3ccc(Cl)cc3)CC2(C)C)CC1 (stereo unspecified),-13,i,0,-8,0,-9,-3,-1,i
O=S(=O)(NCc1ccc(Cl)cc1)c1cccc2cccnc12,-6,i,2,2,-8,1,-5,8,i
COc1cccc(N2CCN(C(=O)c3ccc(-c4ccccc4)cc3)CC2)c1,1,i,0,19,14,-1,-4,-28,i
COc1ccccc1N1CCN(C2C(=O)Nc3ccccc3-n3nnnc32)CC1 (stereo unspecified),·,i,·,·,·,0,-7,3,·
Cc1nc(S(=O)(=O)c2ccc(Br)cc2)nc2c1CCC2,0,i,0,3,-5,·,-4,3,i
CCN(CC(=O)Nc1ccccc1OC)C(=O)/C=C/c1cccs1,-1,i,0,-4,-7,8,2,6,i
Cc1ccc(C)c(S(=O)(=O)Nc2ccc(C(=O)N3CCOCC3)cc2)c1,-5,i,0,-3,1,-3,1,14,i
Cc1ccc([N+](=O)[O-])cc1NC(=O)C(C)Sc1nnc(C)n1CC1CCCO1 (stereo unspecified),4,i,2,-1,-4,1,-2,26,i
COc1ccc(CCN2CC(C(=O)NC3CCCCC3)CC2=O)cc1OC (stereo unspecified),-1,i,-7,-1,13,1,-3,-6,i
OC[C@@H]1CN(CCc2ccccc2)C[C@H](n2cnc3c(NCc4ccc(F)cc4)ncnc32)O1,4,i,0,-5,-8,3,-6,20,i
COc1ccc(N(C(=O)CNC(=O)c2cccs2)C(C(=O)NCC2CCCO2)c2ccccc2)cc1 (stereo unspecified),0,i,-1,-4,1,-6,-2,-10,i
Cc1cc(C(=O)COC(=O)c2ccc[nH]c2=O)c(C)n1-c1ccccc1,3,i,2,-7,-7,2,-7,7,i
COc1ccc(-c2cc(C(F)(F)F)n3ncc(C(=O)NCC4CCCO4)c3n2)cc1 (stereo unspecified),5,i,4,0,-4,-1,0,-9,i

An excerpt of these results, as labelled records:
COc1cccc(N2CCN(C(=O)c3ccc(-c4ccccc4)cc3)CC2)c1
- NadD inh: 1
- Neddylation inh: i
- Rin1-Abl PPI inh: 0
- FAS-TE inh: 19
- MLLE-PAM2 inh: 14
- MT1-MMP act inh: -1
- CSN inh: -4
- SKN-1 block: -28
- Rpn11 block: i
COc1ccccc1N1CCN(C2C(=O)Nc3ccccc3-n3nnnc32)CC1 (stereo unspecified)
- NadD inh: ·
- Neddylation inh: i
- Rin1-Abl PPI inh: ·
- FAS-TE inh: ·
- MLLE-PAM2 inh: ·
- MT1-MMP act inh: 0
- CSN inh: -7
- SKN-1 block: 3
- Rpn11 block: ·
Cc1nc(S(=O)(=O)c2ccc(Br)cc2)nc2c1CCC2
- NadD inh: 0
- Neddylation inh: i
- Rin1-Abl PPI inh: 0
- FAS-TE inh: 3
- MLLE-PAM2 inh: -5
- MT1-MMP act inh: ·
- CSN inh: -4
- SKN-1 block: 3
- Rpn11 block: i

Continued:
structure,NadD inh,Neddylation inh,Rin1-Abl PPI inh,FAS-TE inh,MLLE-PAM2 inh,MT1-MMP act inh,CSN inh,SKN-1 block,Rpn11 block
Cc1ccccc1NC(=S)N/N=C/C(C)c1ccccc1 (stereo unspecified),3,i,1,-6,-3,1,0,13,i
Cc1ccc(C(C[N+](=O)[O-])c2c(C)[nH]n(-c3ccccc3)c2=O)cc1 (stereo unspecified),1,i,6.0*,-4,36,·,-1,-1,i
O=C1SC(Cc2ccccc2)C(=O)N1c1ccccc1 (stereo unspecified),-6,i,0,1,0,1,-4,-9,i
O=C(NNc1nc2cc3c(cc2s1)OCO3)c1ccc(F)cc1,4,i,-1,0,-127,2,2,-10,i
O=C(CN1CCCCCC1)Nc1ccccc1,6,i,3,-8,-13,2,-12,0,i
O=C(NCc1nc2ccccc2[nH]1)C1=C[C@H](C2CCCCC2)C[C@H](OCCCCO)O1,0,i,-1,4,-19,1,0,0,i
CC1(C)CC(NC(=O)C(=O)NCCc2ccc(Cl)cc2)CC(C)(C)N1,-8,i,2,-9,0,3,-4,5,i
COc1ccc(C2=NS(=O)(=O)N(C)C(C(=O)N(C)Cc3ccccc3)=C2)cc1,-3,i,2,9,-7,0,4,-11,i
C/C(=N\NC(=S)Nc1ccc(C)c(C)c1)c1ccc(N2CCOCC2)cc1,2,i,0,27,38,4,4,1,i
COC(=O)c1c(NC(=O)C2CC(=O)NN2Cc2ccccc2)sc(C)c1C (stereo unspecified),-5,i,-4,-4,-3,-1,-2,0,i
COc1ccc(C(=O)OCC(=O)NC23CC4CC(CC(C4)C2)C3)c(OC)c1OC,-1,i,-1,8,12,-1,-3,0,i
CC(=O)C1C(=O)C=C(c2ccco2)CC1c1ccccc1 (stereo unspecified),-5,i,3,5,1,1,4,-12,i
O=C(C1CCCO1)N1CCN(C(=S)Nc2ccc(Cl)cc2)CC1 (stereo unspecified),2,i,-1,-9,-14,-4,-14,-8,i
COc1cccc(/C=N/n2c(N)c(S(=O)(=O)c3cccs3)c3nc4ccccc4nc32)c1,6,·,-6,16,0,2,-2,-13,i
CCOC(=O)N1CCC(N(C(=O)Nc2ccc(CC)cc2)C(C)CC)CC1 (stereo unspecified),-3,i,7,4,-3,3,5,7,i
C=CCNC(=S)NN=C1CCC(c2ccccc2)CC1 (stereo unspecified),-7,i,-2,7,-54,-1,0,7,i
COc1ccc(N(CC(=O)NC2CCCCCC2)S(=O)(=O)c2c(C)nn(C)c2C)cc1,-2,i,-4,-3,8,0,-3,-4,i
CC(=O)OCC(=O)Nc1ccccc1OC(F)F,-9,i,1,-7,5,-1,7,5,i
CCOc1ccc(C(C)=O)cc1NC(=O)/C=C\C(=O)O,0,i,-2,-5,-2,4,0,18,i
CCOc1ccc(S(=O)(=O)N2CCN(C(=O)CN3C(=O)NC4(CCCC4)C3=O)CC2)cc1,7,i,0,5,-80,-15,9,8,i
C[C@H]1CN=C(N(C)C)N1CCCCc1ccccc1,1,i,0,-9,5,5,0,-1,i
C[C@@H]1CN([C@H](C)CO)C(=O)c2cc(NS(=O)(=O)c3ccc(F)cc3)ccc2O[C@@H]1CN(C)Cc1ccc(Cl)c(Cl)c1,-2,i,1,19,6,-7,0,1,i
CCOc1c2ccc(C(=O)N[C@H](C)C3CCCCC3)cc2nn1CC,-3,·,0,-4,8,-1,0,5,i
N=c1n(N)c2ccccc2n1CC(=O)c1ccc(Br)cc1,-1,i,3,-4,-3,-4,-2,-10,i
CCOC(=O)c1c(NC(C)=O)sc2c(OCC(O)CN(CC)CC)c(Br)ccc12 (stereo unspecified),-8,i,0,3,2,-10,3,9,i
COc1ccc(OC)c(NC(=O)C2(C)CCN2Cc2ccc(SC)cc2)c1 (stereo unspecified),5,i,4,7,2,1,-8,13,i
O=C(CCN1CCOCC1)N1CCCC(Nc2ccc(F)cc2)C1 (stereo unspecified),-7,i,-1,-2,-14,1,10,8,i
Fc1ccccc1Nc1nc(Cl)nc(Cl)n1,-5,i,-7,-3,14,1,-4,-3,i
Cc1ccc(CNC(=O)C(=O)NCC2OCCN2C(=O)c2cccs2)cc1 (stereo unspecified),-4,i,-2,-8,2,3,-4,2,i
CC(C)Cc1oc(C(=O)O)cc1CN,-3,i,3,-8,8,3,-2,-1,i
Cc1nc(SCCc2nc3ccccc3[nH]2)c2oc3ccccc3c2n1,-2,i,-12,-5,-2,5,0,6,i
COc1cccc(-c2nnc(-c3ccco3)o2)c1,-4,·,2,-2,1,0,6,12,i
COc1ccc2c(c1)CCC1C2CCC2(C)C(O)C(=O)CC12 (stereo unspecified),1,i,-2,-1,9,2,4,5,i
CCSCCc1nnc(NC(=O)Nc2cccc(C(F)(F)F)c2)s1,0,i,1,-2,0,-35,1,-4,i
COc1ccc(C(=O)C=Cc2cccs2)c(O)c1,-5,i,6,-3,10,4,7,34,i
O=C(CCc1nc(-c2ccc(F)cc2)no1)NCc1ccccc1CN1CCOCC1,-2,i,6,3,2,3,-1,7,i
COc1ccc(/C=C/C(=O)OCC(=O)NC(=O)NC(C)(C)C)cc1,0,i,-2,-24,7,1,5,10,i
CCCOc1cccc(CN2CCCCC2c2cccnc2)c1 (stereo unspecified),-5,i,4,-1,-1,-5,0,1,i
COc1ccc(/C=C2/S/C(=N/S(=O)(=O)Cc3ccccc3)NC2=O)cc1OC,1,i,0,-3,-1,-10,6,-12,i
CC1CCCCC12NC(=O)N(CC(=O)OCC(=O)N(C)C1CCCCC1)C2=O (stereo unspecified),1,i,-2,-5,-1,-2,2,7,i
O=C(NCC1CCCO1)c1ccccc1NC(=O)c1cccc2ccccc12 (stereo unspecified),2,i,-5,3,0,-2,-5,6,i
Oc1ccc(C=NNC(=S)Nc2cccnc2)nc1,1,i,-2,-8,27,8,3,10,i
O=C(COc1ccc(C(=O)c2ccccc2)cc1)Nc1ncccc1O,3,i,1,-8,9,0,4,9,i
C#CCSc1nnc(-c2cc3c(C(F)(F)F)nn(C)c3s2)n1C,-4,i,2,0,-55,2,6,-3,i
O=C(COc1ccccc1)Nc1ccc(S(=O)(=O)N2CCCC2)cc1,-4,i,3,2,-1,1,-1,16,i

Limited to Neddylation inh, for 7 of the compounds above:
Molecule	Neddylation inh
CC1(C)CC(NC(=O)C(=O)NCCc2ccc(Cl)cc2)CC(C)(C)N1	i
COc1ccc(C2=NS(=O)(=O)N(C)C(C(=O)N(C)Cc3ccccc3)=C2)cc1	i
C/C(=N\NC(=S)Nc1ccc(C)c(C)c1)c1ccc(N2CCOCC2)cc1	i
COC(=O)c1c(NC(=O)C2CC(=O)NN2Cc2ccccc2)sc(C)c1C (stereo unspecified)	i
COc1ccc(C(=O)OCC(=O)NC23CC4CC(CC(C4)C2)C3)c(OC)c1OC	i
CC(=O)C1C(=O)C=C(c2ccco2)CC1c1ccccc1 (stereo unspecified)	i
O=C(C1CCCO1)N1CCN(C(=S)Nc2ccc(Cl)cc2)CC1 (stereo unspecified)	i

Next entries
structure,NadD inh,Neddylation inh,Rin1-Abl PPI inh,FAS-TE inh,MLLE-PAM2 inh,MT1-MMP act inh,CSN inh,SKN-1 block,Rpn11 block
CC(Nc1cc(C)cc(C)c1)=[N+](C)CCNS(=O)(=O)c1ccc(Cl)cc1,-5,i,4,-4,-135,-4,-1,12,i
N#CC(C(=O)CCN1C(=O)C2CC=CCC2C1=O)c1nc2ccccc2[nH]1 (stereo unspecified),3,i,-2,-6,-9,-11,2,6,i
CC1(C)OC(=O)C2(Cc3ccccc3N3CCCCC32)C(=O)O1 (stereo unspecified),3,i,-6,-6,-2,1,3,8,i
Cc1cc(C)nc(N2CCN(S(=O)(=O)c3ccc(F)cc3)CC2)n1,-4,i,1,11,12,-6,-1,7,i
CCCCCCn1c(SCC(=O)OC)nc2c1c(=O)[nH]c(=O)n2C,6,i,2,-5,18,2,0,-14,i
O=c1cc(-c2ccco2)oc2ccc(Cl)cc12,-3,i,2,-2,-11,0,5,7,i
COc1cccc(CNS(=O)(=O)c2ccc(-n3cnnn3)c(C)c2)c1,-3,i,2,-3,6,-2,-3,-3,i

Bioassay records as filed in PubChem.
